Bioassay records from PubChem.
GSIS activator – primary screen for activators of insulin secretion dependent on glucose, INS-1E cells, GLuc reporter luminescence; INS-1E GLuc reporter insulin secretion, 2-3 h; activation, % at 16.6 µM; hit rate 0.61% among 370,000;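 active = lowest replicate activation of at least 40%, so every replicate reaches that level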;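 note: 0% = median of neutral control wells and 100% = median of IBMX positive control wells; some compounds called inactive have numbers as strong as hits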
LGR2 inh – blocks bursicon-induced cAMP signaling via Drosophila LGR2 | inhibition, % at 9.99 µM | hit rate 0.35% among 380,000 | HEK293 LGR2, CRE-luciferase, bursicon-stimulated, 4 h;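 active = drop in luminescence signal, shown as inhibition above about 50% in the replicate tests, limit read from the data, passing the limit was not always enough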;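 note: agonist challenge used bursicon conditioned medium at about half maximal strength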
An asterisk follows results filed as active; & = joins results of further samples. These rows are one share of the data; rates above refer to the full screens.

GSIS activator	LGR2 inh	smiles
4	4	O=C(C1CCCC1)N1CC(=O)N2[C@@H](CO)[C@H](c3ccc(-c4ccccc4F)cc3)[C@@H]2C1
2	-6	C/C=C/c1ccc([C@H]2[C@@H](CO)N(C(=O)C3CCCC3)[C@H]2CNCC)cc1
22	9	COc1ccc2c3c([nH]c2c1)[C@@H](CO)N(Cc1cccnc1)CC31CCN(C(=O)c2cccnc2)CC1
-13	-60	O=C(N/N=C/c1ccc(Br)s1)c1c[nH]c2ccccc12
-13	3	COc1cc(CN2CCN(c3cc(C)ccc3C)CC2)cc([N+](=O)[O-])c1O
19	-33	O=C(C1CCC1)N1CC2(C1)[C@@H](c1ccccc1)[C@@H](CO)N2Cc1cncnc1
32	7	COc1ccc2c3c(n(C)c2c1)[C@H](CO)N(C(=O)NC1CCCC1)CC31CN(C)C1
17	13	C[C@H](CO)N1C[C@H](C)[C@@H](CN(C)Cc2ccccc2)Oc2ccc(NC(=O)CCCN(C)C)cc2CC1=O
10	0	CN(C)CC(=O)N[C@@H]1C=C[C@H](CC(=O)O)O[C@H]1CO
10	1	COc1ccc2c3c([nH]c2c1)[C@H](CO)N(Cc1cccnc1)CC31CCN(C(=O)c2cccnc2)CC1
-5	-22	CC(=O)N1[C@H](CO)[C@H](c2ccccc2)C12CN(C(=O)c1ccccc1)C2
3	22	COc1ccc2c3c([nH]c2c1)[C@H](CO)N(C(=O)Nc1ccc(F)cc1)CC31CCN(Cc2cc(-c3ccccc3)on2)CC1
16	7	C[C@@H]1CN([C@H](C)CO)C(=O)c2cc(NC(=O)CCCCCC(=O)Nc3ccccc3N)ccc2O[C@@H]1CN(C)C(=O)Nc1ccccc1
-5&29	-19&3	O=C(Nc1cccc(Cl)c1)N1[C@@H]2CNC[C@H]1C2c1ccc(-c2ccccc2)cc1 (some centres not stated)
8	1	CCC1CCCCN1C(=S)NCc1ccccc1 (configuration not stated)
-1	5	CCCC#Cc1ccc2c(c1)[C@@H]1[C@@H](CCN1S(=O)(=O)c1ccccc1F)[C@@H](CO)N2
-9	0	C[C@H]1CN([C@@H](C)CO)C(=O)c2cccc(NC(=O)CCCCCC(=O)Nc3ccccc3N)c2O[C@H]1CN(C)C(=O)Nc1ccccc1
2	-3	COc1ccc2c3c(n(C)c2c1)[C@H](CO)N(Cc1ccc(F)cc1)CC31CCN(C)CC1
3	1	O=C(NC[C@H]1[C@@H](c2ccccc2)[C@@H](CO)N1Cc1ccccc1)c1ccccn1
6	-2	CC(=O)N1[C@H](CO)[C@H](c2ccccc2)C12CN(S(=O)(=O)c1ccccc1)C2
-4	2	COc1ccc2c3c([nH]c2c1)[C@H](CO)N(C(=O)c1ccncc1)CC31CCN(C(=O)Nc2cccc(F)c2)CC1
-10	-19	CCCN(C)C[C@H]1Oc2cc(C#CC(C)C)ccc2S(=O)(=O)N([C@H](C)CO)C[C@@H]1C
-5	5	Cc1cccc(N2C(=O)CN(Cc3sccc3C)C2=S)c1
-3	-8	CCC(=O)NC[C@@H]1[C@@H](c2ccc(-c3cccc(F)c3)cc2)[C@@H](CO)N1CC1CC1
-13	5	COc1ccc2c3c(n(C)c2c1)[C@H](CO)N(C(=O)Nc1ccc(F)cc1)CC31CCN(Cc2cccc(F)c2)CC1
-12	-19	CCCn1nc(-c2ccccc2)c2nc3ccccc3nc21
4	-19	O=C(C1CCCC1)N1CC(=O)N2[C@H](CO)[C@@H](c3ccc(-c4cccnc4)cc3)[C@H]2C1
-20	-25	Cn1c(SCC(=O)Nc2ccc3nc(SCC(=O)N4CCCC4)sc3c2)nnc1-c1ccccc1
6	13	CCC(=O)N1CCC2(CC1)CN(C(=O)CN1CCOCC1)[C@H](CO)c1c2c2ccc(OC)cc2n1C
26	2	CO[C@@H]1CN(C)C(=O)c2ccc(NC(=O)c3cc(C)on3)cc2OC[C@@H](C)N(C)C[C@H]1C

(continued)
GSIS activator	LGR2 inh	smiles
21	-13	COc1ccc2c3c(n(C)c2c1)[C@H](CO)N(S(C)(=O)=O)CC31CCN(CC2CC2)CC1
-4	-22	O=C(CCN1CCCCC1)NCC[C@@H]1CC[C@@H](NC(=O)C2CCCCC2)[C@@H](CO)O1
6	0	NCC[C@H]1CC[C@H](NC(=O)C2CC2)[C@H](CO)O1
-7	-1	COc1ccc(-c2c(C)nc(N)nc2-c2ccc(OCc3ccc(C)cc3)cc2O)cc1OC
3	12	CCC(=O)N1C[C@H](C)[C@@H](OC)CN(C)C(=O)c2ccc(NC(=O)COC)cc2OC[C@@H]1C
-3	9	C[C@H]1CN([C@@H](C)CO)C(=O)c2cc(NC(=O)CCCCCC(=O)Nc3ccccc3N)ccc2O[C@H]1CN(C)C(=O)NC1CCCCC1
-10	-4	CN(C)c1ccc2c(c1)[C@H]1C[C@H](CC(=O)N3CCCCC3)O[C@@H](CO)[C@H]1O2
10	5	CCN(C[C@H]1[C@@H](c2ccccc2)[C@@H](CO)N1CC1CC1)C(=O)c1ccccc1F
-13	-13	O=C(Nc1ccc2c(c1)OCO2)N1[C@@H]2CNC[C@H]1C2c1ccc(/C=C/c2ccccc2)cc1 (some centres not stated)
27	2	COc1ccc2c3c([nH]c2c1)[C@@H](CO)N(C(=O)c1cccnc1)CC31CN(C(=O)NC(C)C)C1
-4	22	COc1cccc(C#Cc2ccc([C@H]3[C@@H](C#N)N(C(=O)C4CCCC4)[C@@H]3CO)cc2)c1
-18	-11	COc1ccc(/C=C(\C#N)C(=O)OCC(=O)N(C)C2CCS(=O)(=O)C2)cc1 (configuration not stated)
-12	2	COc1ccc(/C=N/NC(=O)CN(Cc2ccccc2)S(=O)(=O)c2ccc3c(c2)OCCO3)cc1
-6	9	CO[C@@H]1CN(C)C(=O)c2ccc(NC(C)=O)cc2OC[C@@H](C)N(Cc2cccnc2)C[C@H]1C
-5&-3	-8&-1	C(=C\c1ccc(C2[C@H]3CNC[C@@H]2N3Cc2nccs2)cc1)/c1ccccc1 (some centres not stated)
4	-10	O=C(C[C@@H]1C=C[C@H](NC(=O)C2CCOCC2)[C@H](CO)O1)Nc1nccs1
-3	11	C/C=C/c1ccc([C@H]2[C@@H](CO)N(C(=O)CN(C)C)C23CN(C(=O)C2CCCCC2)C3)cc1
-1	7	Cc1ccc(N(C(=O)CCl)C(C(=O)NC2CCCCC2)c2cccnc2)cc1C (configuration not stated)
18	-11	O=C(C[C@@H]1C=C[C@H](NC(=O)CCN2CCCCC2)[C@@H](CO)O1)Nc1ccccc1
21	-7	O=S(=O)(c1ccccc1)N1CC[C@@H]2[C@H](CO)Nc3ccc(C#CC4CCCCC4)cc3[C@@H]21
-7	8	O=[N+]([O-])c1ccccc1CCO
0	12	CCCNC(=O)N1CCC2(CC1)CN(C(=O)CN1CCOCC1)[C@H](CO)c1[nH]c3cc(OC)ccc3c12
0	-2	CCS(=O)(=O)N1CCC2(CC1)CN(Cc1ccccc1)[C@@H](CO)c1c2c2ccc(OC)cc2n1C
34	-12	O=C(Cc1ccncc1)N1CC[C@@H]2[C@@H](CO)Nc3ccc(-c4cccc(F)c4)cc3[C@@H]21
13	-16	Cc1ccc(S(=O)(=O)N(C)C[C@H]2Oc3ccc(NS(C)(=O)=O)cc3C(=O)N([C@@H](C)CO)C[C@H]2C)cc1
1	8	CCC(=O)N(C)C[C@H]1[C@@H](c2ccc(-c3ccc(F)cc3)cc2)[C@@H](CO)N1C(C)=O
15	13	COc1ccc2c3c([nH]c2c1)[C@H](CO)N(C(=O)Nc1ccc(F)cc1)CC31CN(S(=O)(=O)c2cccc(C)c2)C1
1	-30	CCOC(=O)/C=C/c1ccccc1O
11	-15	O=C(NC[C@H]1N[C@H](CO)[C@@H]1c1ccc(C2=CCCC2)cc1)C1CC1
-2	2	COCCN1C(=O)c2ccccc2C(C(=O)NCCCN2CCCC2)C1c1c[nH]c2ccccc12 (configuration not stated)

Next records follow.
GSIS activator	LGR2 inh	smiles
-23	0	COc1ccc2c3c(n(C)c2c1)[C@H](CO)N(C(=O)Nc1ccc(F)cc1)CC31CN(Cc2cccnc2)C1
2	4	Cc1sc(CO)c(Sc2ccccc2)c1C(=O)O
11	-8	CNC[C@@H]1Oc2c(NC(=O)NC(C)C)cccc2C(=O)N([C@@H](C)CO)C[C@H]1C
1	-2	COc1cccc(NC(=O)N2[C@@H](CO)[C@H](c3ccccc3)[C@@H]2CNCC(C)C)c1
7	11	Cc1ccc(-c2csc3nc(=O)c(C)nn23)cc1
-9	10	COc1ccc(NC(=O)N(C)C[C@@H]2Oc3c(NC(=O)Nc4ccc(C(F)(F)F)cc4)cccc3C(=O)N([C@@H](C)CO)C[C@H]2C)cc1
-10	3	COc1ccc(-c2[nH]nc3c2C(c2ccc(OC(=O)N4CCOCC4)cc2)C(C#N)=C(N)O3)cc1 (configuration not stated)
14	1	CO[C@H]1CN(C)C(=O)c2cc(NC(=O)NC3CCCC3)ccc2OC[C@@H](C)N(C)C[C@@H]1C
2	15	O=C(COC(=O)CCCNC(=O)c1ccc(Cl)cc1)Nc1ccc(Br)cc1
8	46	Cc1ccc(C)c(Cc2c(C)nc3c(C(=O)NCc4ccc5c(c4)OCO5)cnn3c2C)c1
-3	-2	CN(C)C(=O)c1cccc(-c2ccc([C@@H]3[C@@H](CO)N(C(=O)C4CCCC4)[C@H]3C#N)cc2)c1
6	11	COc1ccc2c3c(n(C)c2c1)[C@@H](CO)N(C(=O)CN1CCOCC1)CC31CN(C(=O)CC2CC2)C1
-7&-4	2&0	CCCNC(=O)N1[C@@H]2CNC[C@H]1C2c1ccc(-c2cccc(C)c2)cc1 (some centres not stated)
8	6	CCOc1ccc2ncc(S(=O)(=O)c3ccccc3)c(N3CCC4(CC3)OCCO4)c2c1
3	5	C/C=C/c1ccc([C@@H]2[C@H](CO)N(C(=O)c3ccccc3)C23CN(C(C)=O)C3)cc1
1	21	COc1cccc(-c2ccccc2[C@@H]2[C@@H](C#N)N(C(=O)Cc3ccccc3)[C@H]2CO)c1
5	-12	CN(C)CC(=O)N1[C@H](CO)[C@H](c2ccccc2)C12CN(C(=O)c1cccc(F)c1)C2
22	3	CN(C)C(=O)c1ccc(-c2ccccc2[C@@H]2[C@@H](CO)N(C(=O)C3CCCC3)[C@H]2C#N)cc1
22	14	COc1ccc2c3c([nH]c2c1)[C@H](CO)N(C(=O)c1cccnc1)CC31CCN(Cc2ccccc2)CC1
-7	-1	C[C@@H]1CN([C@@H](C)CO)C(=O)c2cccc(NC(=O)CCCCCC(=O)Nc3ccccc3N)c2O[C@@H]1CN(C)CC1CCCCC1
-11	-5	COc1cccc(S(=O)(=O)N2CCC3(CC2)CN(C(=O)Nc2cccc(F)c2)[C@H](CO)c2[nH]c4cc(OC)ccc4c23)c1
6	-17	CO[C@@H]1CN(C)C(=O)c2ccc(NC(C)=O)cc2OC[C@@H](C)NC[C@@H]1C
7	-4	COc1ccc2c3c(n(C)c2c1)[C@H](CO)N(C(=O)c1ccccc1)CC31CCN(C(C)=O)CC1
7	-9	CSc1cnc2c(=O)[nH]c(=O)n(C)c2n1
1	-11	CCOc1ccc(S(=O)(=O)Nc2nc3cc(OC)ccc3s2)cc1
6	-9	C/C=C/c1ccc([C@@H]2[C@H](CO)N(C(=O)c3cnccn3)C23CN(C(=O)C2CC2)C3)cc1
2	0	COc1ccc(NC(=O)N2CCC3(CC2)CN(C(C)=O)[C@@H](CO)c2[nH]c4cc(OC)ccc4c23)cc1
-8	29	COc1ccc(NC(=O)CN(C)C(=O)/C=C/c2cn(-c3ccccc3)nc2-c2ccc(F)cc2)cc1
-20	-2	CCC(=O)NC[C@H]1[C@@H](c2ccc(C3=CCCCC3)cc2)[C@@H](CO)N1C(=O)C1CC1
-13	-19	CCC(=O)N1[C@H](CO)[C@H](c2ccc(C#CC3CCCCC3)cc2)[C@@H]1CNC(C)C

Shown as labelled records: two of the compounds above.
COc1cccc(NC(=O)N2[C@@H](CO)[C@H](c3ccccc3)[C@@H]2CNCC(C)C)c1
  GSIS activator = 1
  LGR2 inh = -2
O=C(C[C@@H]1C=C[C@H](NC(=O)C2CCOCC2)[C@H](CO)O1)Nc1nccs1
  GSIS activator = 4
  LGR2 inh = -10

Following part.
GSIS activator	LGR2 inh	smiles
-7	6	C[C@H](CO)N1C[C@H](C)[C@H](CN(C)C(=O)NC2CCCCC2)Oc2c(NC(=O)CCCCCC(=O)Nc3ccccc3N)cccc2C1=O
2	2	COC(=O)c1[nH]c2ccc(F)cc2c1NC(=O)CCN1CCN(C(=O)c2ccco2)CC1
8	-4	C/C=C/c1ccc([C@H]2[C@@H](CO)N(C(=O)C3CC3)[C@@H]2CNC(=O)CN(C)C)cc1
-2	3	O=C(c1cccc(F)c1)N1CC[C@@H]2[C@H](CO)Nc3ccc(C#Cc4ccccc4)cc3[C@@H]21
-5	-43	O=C(/C=C/c1ccc(F)cc1)NCc1ccco1

By substructure, the entries above containing bromine (2)
GSIS activator	LGR2 inh	smiles
-13	-60	O=C(N/N=C/c1ccc(Br)s1)c1c[nH]c2ccccc12
2	15	O=C(COC(=O)CCCNC(=O)c1ccc(Cl)cc1)Nc1ccc(Br)cc1

One compound at a time (already shown). Values in the order: GSIS activator, LGR2 inh
Record of C/C=C/c1ccc([C@H]2[C@@H](CO)N(C(=O)C3CC3)[C@@H]2CNC(=O)CN(C)C)cc1 : 8, -4
Record of C[C@H](CO)N1C[C@H](C)[C@H](CN(C)C(=O)NC2CCCCC2)Oc2c(NC(=O)CCCCCC(=O)Nc3ccccc3N)cccc2C1=O : -7, 6
Record of COC(=O)c1[nH]c2ccc(F)cc2c1NC(=O)CCN1CCN(C(=O)c2ccco2)CC1 : 2, 2
